Bioassay records: PubChem, National Center for Advancing Translational Sciences (NCATS)
HT1080NT lethal = qHTS for induction of synthetic lethality in tumor cells producing 2HG: qHTS for the HT-1080-NT fibrosarcoma cell line. HT-1080-NT fibrosarcoma viability, CellTiter-Glo ATP luminescence, 48 h. AID 686970, 2013. Potency, µM (top dose mostly 46.1 µM), for inactives: at the top dose activity, negative = less viability, hits mostly cytotoxic. 1.6% of 360,000 active;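 further: NT is the 2HG producing partner of a matched IDH1 knockdown line; potency means the concentration at half of the fitted maximal effect; 0% = DMSO-treated cells and -100% = media-only wells without cells; nearly all actives have a fitted effect of over 55% in size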
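750 cells/well, RPMI + 5% FBS; 2 h settle, compound pin-transfer, 48 h at 37 degrees C. CellTiter-Glo 10 min RT, luminescence. Normalized to DMSO and media-only wells.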
HT1080 IDH1KD tx = qHTS for induction of synthetic lethality in tumor cells producing 2HG: qHTS for the HT-1080-IDH1KD cell line; HT-1080 IDH1 knockdown viability, ATP luminescence, 48 h; Potency, µM (titrated, usually from 46.1 µM), without a hit: top-dose activity, negative = toxicity, usual class: cytotoxic; 2% of 360,000 active;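 further: potency means the concentration at half of the fitted maximal effect; 0% = DMSO wells and -100% = cell-free medium wells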
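Viability of IDH1-knockdown HT-1080 fibrosarcoma cells was assessed by CellTiter-Glo after 48 h at 37 °C with titrated compound; concentration-effect curves were classified by fit quality and response size.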
KB-V1 cytotox = qHTS assay for MDR1-selective chemotherapeutics: Primary screen using the drug-selected MDR subline cells KB-V1. KB-V1 MDR cells viability, CellTiter-Glo, 72 h. Potency, µM (titrated, usually from 46.1 µM), without a hit: top-dose activity change, negative = cytotoxicity, most hits filed as cytotoxic. 3.4% of 400,000 active; further: potency means the concentration at half of the fitted maximal effect; on the % scale 0 is the no-effect control and ±100 the full control effect; nearly all actives have a fitted effect of over 60% in size
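Compound-treated KB-V1 multidrug-resistant cells, 72 h, 37 degrees C; viability by CellTiter-Glo. Fitted qHTS curves give the values.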
WRN helicase inh = qHTS for Inhibitors of WRN Helicase | Bifunctional 3'-5' exonuclease/ATP-dependent helicase WRN (Homo sapiens), Q14191 | WRN helicase unwinding, fluorescent forked duplex, kinetic | Potency, µM (titrated, usually from 114 µM), inactives show at the top dose activity change, negative = inhibition, most hits filed as inhibitors | 0.46% of 360,000 active | AID 651768, 2012; further: potency means the concentration at half of the fitted maximal effect; on the % scale 0 is the no-effect control and ±100 the full control effect; nearly all actives have a fitted effect of over 55% in size
Target sequence (Q14191 whole entry, looked up): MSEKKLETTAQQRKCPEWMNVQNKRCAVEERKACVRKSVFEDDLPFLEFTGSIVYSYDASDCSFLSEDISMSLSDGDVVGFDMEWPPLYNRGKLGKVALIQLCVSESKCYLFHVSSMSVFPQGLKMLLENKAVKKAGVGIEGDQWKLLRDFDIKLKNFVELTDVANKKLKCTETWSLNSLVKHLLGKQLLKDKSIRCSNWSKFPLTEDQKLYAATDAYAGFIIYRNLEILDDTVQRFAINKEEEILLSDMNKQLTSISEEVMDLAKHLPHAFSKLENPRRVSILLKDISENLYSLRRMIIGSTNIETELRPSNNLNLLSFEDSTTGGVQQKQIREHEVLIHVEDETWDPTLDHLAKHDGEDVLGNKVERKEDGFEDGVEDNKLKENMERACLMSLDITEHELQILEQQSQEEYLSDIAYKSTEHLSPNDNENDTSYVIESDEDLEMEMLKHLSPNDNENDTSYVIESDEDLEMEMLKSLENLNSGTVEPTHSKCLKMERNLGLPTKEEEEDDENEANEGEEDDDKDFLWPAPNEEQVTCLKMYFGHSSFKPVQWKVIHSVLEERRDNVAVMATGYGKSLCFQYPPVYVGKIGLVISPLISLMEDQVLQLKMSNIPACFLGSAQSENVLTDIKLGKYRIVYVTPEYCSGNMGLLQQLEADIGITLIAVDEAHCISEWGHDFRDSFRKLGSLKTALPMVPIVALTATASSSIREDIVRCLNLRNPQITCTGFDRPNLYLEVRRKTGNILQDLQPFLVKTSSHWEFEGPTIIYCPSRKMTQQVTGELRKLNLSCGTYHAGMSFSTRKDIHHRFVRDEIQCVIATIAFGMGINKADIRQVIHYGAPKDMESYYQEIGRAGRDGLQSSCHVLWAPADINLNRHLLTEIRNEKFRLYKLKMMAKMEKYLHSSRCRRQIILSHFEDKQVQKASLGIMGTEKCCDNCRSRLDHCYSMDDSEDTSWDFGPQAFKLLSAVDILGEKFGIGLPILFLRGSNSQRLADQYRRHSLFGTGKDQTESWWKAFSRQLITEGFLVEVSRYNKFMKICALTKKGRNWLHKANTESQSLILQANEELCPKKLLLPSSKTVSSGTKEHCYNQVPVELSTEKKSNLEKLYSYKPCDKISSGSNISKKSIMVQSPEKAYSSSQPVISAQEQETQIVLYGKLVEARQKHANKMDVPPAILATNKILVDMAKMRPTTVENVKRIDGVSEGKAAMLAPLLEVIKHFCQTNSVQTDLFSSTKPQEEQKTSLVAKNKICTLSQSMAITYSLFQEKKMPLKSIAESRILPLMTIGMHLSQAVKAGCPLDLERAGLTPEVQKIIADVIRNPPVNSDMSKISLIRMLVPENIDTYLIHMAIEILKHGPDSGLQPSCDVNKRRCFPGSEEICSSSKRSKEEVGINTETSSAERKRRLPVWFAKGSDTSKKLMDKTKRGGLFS
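Primary qHTS, 1536-well format. 20 nM WRN + compound, 15 min RT; start with 100 nM forked fluorophore/quencher duplex, 2 mM ATP (final); kinetic read ex 525/em 598 nm.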
IL1B secr inh = qHTS for Inhibitors of Inflammasome Signaling: IL-1-beta AlphaLISA Primary Screen | THP-1 LPS/ATP IL-1B secretion, AlphaLISA, 16 h; active compounds read low | 4.7% of 360,000 active | activity change, % at 57.5 µM; in the data active means activity change below about -50%; inconclusive means mostly about -30% to -49%; further: on the % scale 0 is the no-effect control and ±100 the full control effect
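THP-1 cells pretreated 1 hr with compounds (up to 57.5 uM final), then stimulated with LPS (250 ng/mL final) plus ATP (1.25 mM final); secreted IL-1B measured by AlphaLISA after 16 hr, decreased signal indicating inhibition.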
KB-3-1 tox = qHTS assay for MDR1-selective chemotherapeutics: Primary screen using the parental adenocarcinoma cell KB-3-1 | KB-3-1 viability, CellTiter-Glo ATP luminescence, 72 h | Potency, µM (titrated, usually from 46.1 µM), for inactives: top-dose activity change, negative = cytotoxic, usual class: cytotoxic | 1.4% of 400,000 active; further: potency means the concentration at half of the fitted maximal effect; on the % scale 0 is the no-effect control and ±100 the full control effect; nearly all actives have a fitted effect of over 60% in size
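KB-3-1 cells, DMEM (no phenol red) + 10% FBS; compound by pin transfer, 72 h, 37 °C. Readout: CellTiter-Glo luminescence after 10 min. Data normalized, curve-fitted.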
SW480 rerep = A quantitative high throughput screen for small molecules that induce DNA re-replication in SW480 colon adenocarcinoma cells; SW480 DNA re-replication, Hoechst DNA content imaging, 48 h; Potency, µM (highest dose often 46.1 µM), inactives show at the highest dose re-replication activation, usual class: activators; 1.8% of 340,000 active; further: potency means the concentration at half of the fitted maximal effect; % of control where 0% means no effect; nearly all actives have a fitted effect of over 55% in size
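First, 250 cells per well were seeded. Next, compound or vehicle (23 nL) was pinned in, plates sat 48 hr at 37 C. Finally Hoechst was added for 40 min before fluorescence scanning.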
ATXN2 expr inh = Primary qHTS for Inhibitors of ATXN expression; HEK-293 ATXN2-luciferase reporter, luminescence, 24 h; Potency, µM (doses to about 57 µM), for inactives: at the highest dose activity change, negative = inhibition, hits mostly inhibitors; 0.72% of 360,000 active; AID 1745845, 2022; further: potency means the concentration at half of the fitted maximal effect; on the % scale 0 is the no-effect control and ±100 the full control effect; nearly all actives have a fitted effect of over 55% in size
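qHTS (up to 57 uM final) was run with 24 h compound exposure of reporter cells at 37 °C. Each well was multiplexed: SteadyGlo luminescence measured ATXN2-luciferase expression after a fluorogenic Gly-Phe-AFC viability readout (25 uM final).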
MCF10A rereplic = A quantitative high throughput screen for small molecules that induce DNA re-replication in MCF 10a normal breast cells. MCF 10A DNA re-replication, Hoechst nuclear intensity, 48 h. Potency, µM (doses to about 46.1 µM), for the others: at the highest dose activity, positive = re-replication, usual class: activators. 2.9% of 350,000 active. AID 624296, 2012; further: potency means the concentration at half of the fitted maximal effect; % of control where 0% means no effect; nearly all actives have a fitted effect of over 50% in size
Starred values were filed as active, the others as inactive; ? = inconclusive; / = no result given; [ ] = remark or other dose. Unless noted, the call rests on the fitted dose curve; in most records, active means well fitted curve in the direction sought with a large enough effect; inconclusive means small, poorly fitted or top-dose-only effect, or another doubt; inactive means no such curve, though single readings can be large; an effect the other way counts as inactive or inconclusive. Not a hit list; overall some 12% were active at least once.

SMILES	HT1080NT lethal	HT1080 IDH1KD tx	KB-V1 cytotox	WRN helicase inh	IL1B secr inh	KB-3-1 tox	SW480 rerep	ATXN2 expr inh	MCF10A rereplic
Fc1ccc(CNCc2ccc(Br)cc2)cc1	-5%	-3%	1%	-5%	?	0%	-4%	-7%	-1%
COc1cc2cc(C(c3nnnn3C3CCCCC3)N(C)C3CCCCC3)c(=O)[nH]c2cc1OC (stereo not given)	?	?	23µM*	-16%	?	21µM*	14%	-26%	2%
Cc1ccc(S(=O)(=O)N(C)c2nc3ccccc3n3c(C(C)C)nnc23)cc1	3%	-2%	-4%	1%	9	3%	-2%	/	-3%
Cc1ccc(S(=O)(=O)N2CCOC2CNC(=O)C(=O)NCc2ccco2)cc1 (stereo not given)	9%	3%	-1%	-1%	-2	-5%	1%	18%	2%
Cc1ccsc1-c1cc2nc(NCCCN(C)C)n(C)c(=O)c2s1	5.8µM*	?	6%	-15%	0	0%	/	-26%	/
CC1(C)OCC(C2CC(c3ccccc3)NS(=O)(=O)O2)O1 (stereo not given)	-2%	0%	?	11%	9	12%	-3%	6%	-12%
Cc1ccccc1OCC(=O)NC(=S)Nc1ccccc1N1CCN(S(C)(=O)=O)CC1	-1%	1%	/	-15%	-8	/	10%	-7%	-5%
CN(NC(=O)/C=C/C(=O)O)c1ncc(C(F)(F)F)cc1Cl	13%	16%	8%	-2%	2	20%	-19%	-5%	5%
CC(C)Oc1cccc(C(=O)Nc2ccc(N3CCN(C)CC3)cc2)c1	-3%	-4%	-2%	3%	-15	1%	3%	/	2%
OCCCNc1ncnc2c1ncn2[C@H]1CN(Cc2cccs2)C[C@@H](CO)O1	1%	8%	3%	-4%	-8	0%	/	-2%	/
COc1ccc(NC(=O)C2CCN(S(C)(=O)=O)CC2)cc1	13%	4%	-7%	-4%	23	10%	0%	2%	?
COC1=CC(=O)C=C(OC)C1=O	18µM*	?	1%	45µM*	-107*	?	0%	5.6µM*	?
Cc1cc(C)c[n+](CC(=O)c2ccccc2)c1	29%	19%	?	2%	-2	1%	-4%	5%	12%
O=C(CSc1nc2sccc2c(=O)[nH]1)N1CCN(c2ccccc2)CC1	-7%	-1%	3%	-11%[11.6 µM]	16	4%	-4%	8%	-11%
CCNC(=O)C(=O)Nc1ccc2c(c1)N(S(=O)(=O)c1cccs1)CCC2	0%	-14%	?	-3%	21	-29%	?	-9%	29%
CC1CCc2c(sc3ncnc(SC(C)C(=O)NCC4CCCO4)c23)C1 (stereo not given)	?	?	?	-1%	2	?	14%	-18%	?
CCn1c2ccccc2c2cc(/C=N/NC(=O)c3ccccc3)ccc21	?	?	-9%	-6%	?	?	?	?	24%
CC(=O)N(c1ccccc1)c1c(F)c(F)c(F)c(F)c1F	12%	13%	11%	-6%	0	-1%	-10%	/	-2%
CCCCCOC(=O)c1ccc(N2C(=O)C3C4C=CC(C4)C3C2=O)cc1 (stereo not given)	-4%	2%[9.24 µM]	1%	-10%[57.1 µM]	-71*	11%	2%	3%	14%
CC(=O)Nc1cccc(NC(=O)CSc2ccc(-c3cccnc3)nn2)c1	4%	-20%	4%	3%	13	?	-26%	15%	9%
Cc1ccc(N(C(=O)c2csnn2)C(C(=O)NC2CCCC2)c2ccccn2)c(C)c1 (stereo not given)	10%	-8%	?	-3%	29	10%	-2%	-1%	-5%
CC1CCC(=C(C#N)c2nc(-c3cc4ccccc4oc3=O)cs2)CC1 (stereo not given)	29%	15%	?	-6%	5	-18%	-11%	69%[activator]	10%
O=C(O)c1cccc(CN2C(=O)S/C(=C/c3cccc([N+](=O)[O-])c3)C2=O)c1	?	16µM*	-1%	-6%[11.6 µM]	-27	-7%	?	-22%	?
O=C(CCn1cccc1)NCc1ccc(Cl)cc1	5%	1%	4%	2%	-7	8%	-1%	11%	-3%
CC(C)c1ccc(S(=O)(=O)N2CCC(C(=O)N3CCN(c4cccc(Cl)c4)CC3)CC2)cc1	-14%	-14%	-14%	2%	9	0%	4%	-12%	?

Laid out differently: entries from further up
| canonical_smiles | HT1080NT lethal | HT1080 IDH1KD tx | KB-V1 cytotox | WRN helicase inh | IL1B secr inh | KB-3-1 tox | SW480 rerep | ATXN2 expr inh | MCF10A rereplic |
| --- | --- | --- | --- | --- | --- | --- | --- | --- | --- |
| O=C(CSc1nc2sccc2c(=O)[nH]1)N1CCN(c2ccccc2)CC1 | -7% | -1% | 3% | -11%[11.6 µM] | 16 | 4% | -4% | 8% | -11% |
| CCNC(=O)C(=O)Nc1ccc2c(c1)N(S(=O)(=O)c1cccs1)CCC2 | 0% | -14% | ? | -3% | 21 | -29% | ? | -9% | 29% |
| CC1CCc2c(sc3ncnc(SC(C)C(=O)NCC4CCCO4)c23)C1 (stereo not given) | ? | ? | ? | -1% | 2 | ? | 14% | -18% | ? |

Whole records from above.
Record of `COC1=CC(=O)C=C(OC)C1=O` = HT1080NT lethal = 18µM*; HT1080 IDH1KD tx = ?; KB-V1 cytotox = 1%; WRN helicase inh = 45µM*; IL1B secr inh = -107*; KB-3-1 tox = ?; SW480 rerep = 0%; ATXN2 expr inh = 5.6µM*; MCF10A rereplic = ?
Record of `CCCCCOC(=O)c1ccc(N2C(=O)C3C4C=CC(C4)C3C2=O)cc1` (stereo not given) = HT1080NT lethal = -4%; HT1080 IDH1KD tx = 2%[9.24 µM]; KB-V1 cytotox = 1%; WRN helicase inh = -10%[57.1 µM]; IL1B secr inh = -71*; KB-3-1 tox = 11%; SW480 rerep = 2%; ATXN2 expr inh = 3%; MCF10A rereplic = 14%
Record of `Cc1cc(C)c[n+](CC(=O)c2ccccc2)c1` = HT1080NT lethal = 29%; HT1080 IDH1KD tx = 19%; KB-V1 cytotox = ?; WRN helicase inh = 2%; IL1B secr inh = -2; KB-3-1 tox = 1%; SW480 rerep = -4%; ATXN2 expr inh = 5%; MCF10A rereplic = 12%

Further results.
SMILES	HT1080NT lethal	HT1080 IDH1KD tx	KB-V1 cytotox	WRN helicase inh	IL1B secr inh	KB-3-1 tox	SW480 rerep	ATXN2 expr inh	MCF10A rereplic
CCCCCCCCCCOC(=O)Cn1c(COc2ccccc2C)[n+](C)c2ccccc21	23µM*	12µM*	21%	-4%[57.1 µM]	-97*	?	?	22µM*	?
COc1cc(CCC(=O)NNC(=O)c2ccc(C)cc2)cc(OC)c1OC	1%	-3%	15%	1%	-3	11%	-6%	4%	-1%
CCN1CCN(C(=S)c2ccc(OCC(=O)Nc3ccc(OC)cc3)cc2)CC1	-2%	-1%	1%	3%	-4	4%	12%	6%	-1%
CCOC(=O)/C(=N/Nc1ccccc1)Sc1nnc(CCc2ccccc2)n1-c1ccccc1	3%	-1%	?	-27%[57.1 µM]	-73*	5%	0%	-7%[11.3 µM]	-22%
Cc1nc(-c2ccc([N+](=O)[O-])cc2)sc1C(=O)O	1%	-6%	2%	2%	12	-26%	-3%	-13%	-30%[inhibitor]
C1CNC(C23CC4CC(CC(C4)C2)C3)=N1	-1%	-6%	10%	-5%[57.1 µM]	3	0%	-13%[1.84 µM]	24%	1%
COc1ccc(CN(C(=O)c2ccco2)c2ccccc2)cc1	0%	0%	-1%	-8%	-19	?	-3%	2%	0%
NS(=O)(=O)c1ccc(CCNc2ccn3nc(-c4ccccc4)cc3n2)cc1	17%	13%	6%	-17%	-22	0%	/	5%	/
O=[N+]([O-])c1ccccc1SN(Cc1ccccc1)c1ccccn1	-3%	-3%	0%	-10%	?	-6%	-1%	-6%	8%
COc1ccccc1-n1ccnc(SCC(=O)NC2CCCCC2)c1=O	18%	16%	-10%	-7%	-11	-1%	16%	-5%	?
COc1ccc(C(=O)N/C(=C/c2cccs2)C(=O)N2CCN(C)CC2)cc1	2%	10%	5%	15%	-13	0%	/	/	/
COc1cc(OC)c2c(C)cc(=O)oc2c1C(CCN1CCN(c2ccccc2)CC1)c1ccc2c(c1)OCO2 (stereo not given)	-13%	-13%	6%	-7%	48	-21%	?	-14%	-11%
COc1ccc(C(=O)COC(=O)C2CCC(=O)N2)cc1 (stereo not given)	-5%	0%	-4%	-3%	-1	-11%	-2%	-13%	4%
Cc1cc2ncn(/N=C/c3cccnc3)c2cc1C	3%	7%	-26%	-5%	-21	5%	5%[9.22 µM]	-12%	1%
O/N=C/c1cccn1-c1ccc(O)cc1	-1%	13%	-15%	6%	6	-4%	1%	-10%	16%
CCN(C(=O)COC(=O)c1ccccc1NCc1ccco1)c1c(N)n(Cc2ccccc2)c(=O)[nH]c1=O	-6%	-11%	-7%	-5%	-5	?	0%	-26%	14%
CCN(CC(=O)Nc1c(F)cccc1F)C(=O)CCCc1c[nH]c2ccccc12	-7%	5%	-4%	2%	-16	-3%	16%	1%	0%
O=C(c1cc2ccccc2o1)N1CCOCC1	1%	-2%	6%	-16%	-16	15%	-9%	4%	7%
CC(=O)NC(CCS(C)(=O)=O)C(=O)Nc1cc(C)on1 (stereo not given)	9%	0%	0%	3%	-1	-7%	-4%	-10%	8%
COc1ccc(C(CNC(=O)C(CCSC)NC(=O)c2ccccc2Cl)N2CCCCC2)cc1 (stereo not given)	-3%	-2%	23µM*	3%	-10	-4%	0%	-9%	3%
